QS inhibitor – S. aureus quorum sensing inhibition. S. aureus RN6390 RNAIII-GFP reporter, AIP-induced, flow cytometry 3 h. inhibition, % at 2 µM. 24,000 compounds, 0.3% hits;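 active means share of bacteria positive for the green fluorescent reporter and its mean brightness both inhibited by 50% or more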;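 further: 0% = AIP-stimulated control and 100% = unstimulated bacteria without AIP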
QS inhibitor GFP MFI % – also measured in QS inhibitor; calls as there; inhibition, %; measured here: inhibition of GFP MFI
Starred values were filed as active, the others as inactive.

SMILES | QS inhibitor | QS inhibitor GFP MFI %
O=C(C1CCN(S(=O)(=O)c2cccc3cccnc23)CC1)N1CC=C(c2ccccc2)CC1 | -4 | 2
Cc1nn(C)c(C)c1NC(=O)CSc1nc(Cc2ccccc2)nc2c1cnn2-c1ccccc1 | -1 | -34
CCC1(C)COC2(OC1)C(=O)Nc1ccccc12 (centres undefined) | 4 | 10
CC(C)CN(CC(C)C)c1nnc(N)s1 | -2 | -2
Cc1cccc(C2CC(c3ccc(F)cc3)Nc3nc(N)nn32)c1 (centres undefined) | 7 | 27
COCCNC(=O)CCCCCN1C(=O)CCC1=O | 0 | 5
Cc1c(C(=O)N2CCOCC2)sc2ncnc(N3CCc4ccccc4C3)c12 | 6 | 17
O=C(NCCCn1ccnc1)c1cc(-c2ccc3c(c2)OCO3)on1 | -4 | -16
O=S(=O)(NCCSc1ccccc1)c1cccs1 | 2 | 6
COc1ccc(-c2noc(CN3C(=O)c4ccccc4C3=O)n2)cc1 | -1 | 20
CCOC(=O)N1CCC(NC(=O)CCc2nc(-c3ccc(C)cc3)no2)CC1 | -2 | -8
Cc1cc(C(C)(C)C)cc(C)c1CC1=NCCN1 | -2 | -15
O=C(CSc1nc2cc3c(cc2c(=O)n1CCC1=CCCCC1)OCO3)NCc1ccco1 | -4 | -9
O=S(=O)(NCC(c1cccnc1)N1CCN(c2ccc(F)cc2)CC1)c1cc(F)ccc1F (centres undefined) | -5 | -27
COC(=O)Cn1c(CCS(=O)(=O)c2ccc(C)cc2)nc2ccccc21 | 0 | -2
CC1CCN(C(=O)C(Cc2ccccc2)NS(=O)(=O)c2ccc3c(c2)oc(=O)n3C)CC1 (centres undefined) | 1 | 13
Cc1ccc(NC(=O)c2cc(-c3cccc(O)c3)on2)cc1C | 10 | 21
Cc1ccc(-n2nc(C)c3c(C)c(CCC(=O)NCc4ccco4)c(C)nc32)cc1 | 3 | 24
Cc1sc2ncnc(NCCCO)c2c1C | -1 | -2
O=C(NCc1ccc2c(c1)OCO2)C1CCC(CNc2c(N3CCCC3)c(=O)c2=O)CC1 (centres undefined) | -3 | -52
O=C(NCC1CCCO1)C1CCC(=O)N1CCc1ccccc1 (centres undefined) | -1 | 3
COC(=O)Oc1c(Br)c(=O)oc2ccccc12 | 0 | -30
CCCOc1ccc(-c2nc(N)n[nH]2)cc1 | -1 | -49
C=CCNc1nc(N(c2ccccc2)c2ccccc2)nc(-n2ccnc2)n1 | 15 | 31
Cc1ccc2nc(NC(=O)Cn3cc4c(n3)CCCCC4)sc2c1 | 2 | 6
Cc1ccc(Cn2nc(C)c(NC(=O)c3cc(-c4ccco4)on3)c2C)cc1 | -1 | 4
O=C(NCC1COc2ccccc2O1)C1CCC(CNc2c(N3CCCCC3)c(=O)c2=O)CC1 (centres undefined) | 11 | 52
Cc1ccc(N2CCN(c3cc(C)nc4nc(C)nn34)CC2)c(C)c1 | -3 | 0
CC(C)n1nc(C(=O)Nc2nc3ccc(S(C)(=O)=O)cc3s2)c2ccccc2c1=O | 10 | 16
CC(C)OC(=O)c1cc(NC(=O)C2C3CCC(O3)C2C(=O)O)cc(C(=O)OC(C)C)c1 (centres undefined) | -2 | -10
CN(C)c1oc(-c2ccccc2Cl)nc1S(=O)(=O)c1ccccc1 | 6 | 19
CC1(C)S[C@@H]2[C@H](NC(=O)[C@H](N)c3ccccc3)C(=O)N2[C@H]1C(=O)O | 50* | 52*
CC12CC(NC(=O)N1c1cccc(C(=O)N3CCN(c4ccccc4)CC3)c1)c1ccccc1O2 (centres undefined) | 4 | 20
CCn1c(CCNC(=O)c2cccs2)nnc1SCC(=O)c1ccc(OC)cc1 | 0 | -17
COc1nc(N2CCOCC2)nc(-n2cccc2)n1 | 3 | 29
CN1CCN(C(=O)CCC(=O)c2ccc(F)cc2)CC1 | -2 | 1
O=C(O)c1ccc(-n2nc(C(F)(F)F)c3c2-c2ccoc2CC3)cc1 | 3 | 10
CCOC(=O)C1=C(c2ccccc2)Nc2nc(C)nn2C1c1cccc(OC)c1OC (centres undefined) | 0 | 15
COCCN1Cc2cccc(C(=O)Nc3c(C)cccc3C)c2C1=O | 4 | 7
CCN1CCn2c3c(c4cc(Br)ccc42)CCCC31 (centres undefined) | 0 | 8
Cc1ccc2c(c1)N(CCC(=O)NCc1cccnc1)C(=O)CO2 | -4 | -57
CN1CC=C2C(C#N)=C(N)C(C#N)(C#N)[C@H](c3cccc(Cl)c3)C2C1 (some centres undefined) | -3 | -4
COc1ccc(CN2CN(C(C)C)CSC2=S)cc1 | -2 | -4
COc1ccc(C2CC(c3ccccc3)Nc3nc(NC(=O)c4cccs4)nn32)cc1 (centres undefined) | 8 | 29
Cc1ccc(S(=O)(=O)NC(=O)NN2CCCCCC2)cc1 | -1 | -14
CCSc1nnc(NC(=O)C(CC)(C(F)(F)F)C(F)(F)F)s1 | -1 | -9
COc1ccc(S(=O)(=O)Cc2ccc(C(=O)N3CCN(c4ncccn4)CC3)o2)cc1 | 0 | -24
COc1cccc(OCC(=O)NC2CCCCC2)c1 | 4 | 15
Cc1ccc2cc(-c3noc(C4CCCCC4)n3)c(=O)[nH]c2c1 | -1 | -2
COc1ccc(CCN(C)C(=O)C2CCCN(Cc3ccc(OC)c(OC)c3)C2)cc1OC (centres undefined) | -5 | -10
Clc1ccc2nc(N3CCCCC3)[nH]c2c1 | 8 | 26
CCOC(=O)c1ccccc1NC(=O)CN1C(=O)CCS(=O)(=O)c2ccccc21 | -1 | -19
O=C(C1CCN(S(=O)(=O)c2cnc[nH]2)CC1)N1CCc2ccccc2C1 | -8 | -3
CCC(=O)c1ccc(OCCN2CCOCC2)cc1 | 0 | 16
CCn1c(N)c(C(=O)NCc2ccco2)sc1=S | 1 | 5
CN(C)c1ccc(-c2nn3c(-c4ccc(Cl)cc4Cl)nnc3s2)cc1 | 0 | -30
CCOC(=O)CSc1nc2c(c(-c3ccc(C)o3)c1C#N)CCCC2 | 0 | 2
CC1CCCCC1NC(=O)C1CCN(C(=O)NC2CCCCC2)CC1 (centres undefined) | -4 | -7
CSc1nc2ccccc2c(=O)n1N | 0 | 6
Nc1ccc2nc3n(c(=O)c2c1)CCC3 | -1 | -12
The list continues.
SMILES | QS inhibitor | QS inhibitor GFP MFI %
COC(=O)c1ccc2c(=O)n(CC3CCCO3)c(SCC(=O)Nc3ccccc3OC)nc2c1 (centres undefined) | 7 | 8
COc1ccc(OCCCC(=O)Nc2nncs2)cc1 | 3 | 14
NS(=O)(=O)c1ccc(CCNC(=O)CCC2COc3ccccc3O2)cc1 (centres undefined) | 0 | 21
CN(CC(=O)O)S(=O)(=O)c1cc(Cl)ccc1Cl | -1 | 3
O=C(NCc1cccc(F)c1)c1noc2c1CCCC2 | 1 | 11
CCOC(=O)c1oc2ccc(S(=O)(=O)n3nc(-c4ccc(OC)cc4)cc3N)cc2c1C | 1 | 4
O=C(C1CCN(C2CC(=O)N(c3ccc(F)cc3)C2=O)CC1)N1CCOCC1 (centres undefined) | 0 | 6
CC(=O)c1ccc(NC(=O)C2CCCN2S(=O)(=O)c2ccc(C)cc2)cc1 (centres undefined) | -4 | -12
O=C(Nc1ccc2c(c1)OCO2)c1ccc(Br)c(S(=O)(=O)N2CCCC2)c1 | 10 | 24
Cc1cc(C)n2nc(CC(=O)NC3CCCCCC3)nc2n1 | 4 | 10
O=C(Nc1ccccc1C(F)(F)F)N1CCC(n2c(=O)[nH]c3ccccc32)CC1 | 12 | 43
COc1ccc(N=c2scc(-c3ccc(S(=O)(=O)N4CCOCC4)cc3)n2CCCO)cc1 | -2 | -21
O=C(CSc1nnc(-c2c[nH]c3ccccc23)n1-c1ccc(F)cc1)NCc1ccco1 | 0 | 4
CCOC(=O)c1cn(CC(=O)Nc2ccc3c(c2)OCCO3)nn1 | -3 | -16
COc1ccc(NC(=O)c2nc[nH]c2C(=O)Nc2ccccc2C)cc1 | -3 | 7
CC1Cc2ccccc2N1Cc1cc(=O)n2ccsc2n1 (centres undefined) | 9 | 30
CC1(C)CC2CC(C)(CN2C(=O)c2cc(-c3ccccc3O)on2)C1 (centres undefined) | -8 | -21
CN(CC(=O)Nc1ccc2c(c1)OCCO2)S(=O)(=O)c1cccc2cccnc12 | 0 | 8
CS(=O)(=O)N1CCCC(C(=O)NCCc2ccc(Cl)cc2)C1 (centres undefined) | -2 | 0
Cc1ccc(C2N(c3ccc(F)cc3)C(=O)C3CCCN32)cc1 (centres undefined) | -1 | 3
Fc1ccccc1N1CCN(CCCNc2ccc3nncn3n2)CC1 | 1 | -15
CN1C(=O)NC(NC(=O)C2CCCCC2)(C(F)(F)F)C1=O (centres undefined) | 1 | 5
CCC(=O)Nc1cc(C(=O)NCC2CCCN2CC)c(OC)cc1N(C)C (centres undefined) | 5 | 7
O=c1c2ccccc2c(C=Nc2ccc(Cl)cn2)c(O)n1-c1cc(Cl)ccc1N1CCOCC1 | 1 | -24
Cc1ccc(NC(=O)c2ccco2)cc1NC(=O)CSc1nnc(-c2cccs2)n1C | 0 | -12
CCc1c(C)sc(NC(=O)c2cc(C)on2)c1C#N | 90* | 82*
O=C(O)CC(Cn1cnnn1)c1ccccc1 (centres undefined) | 1 | 15
O=C(c1ccc2nc(N3CCCCC3)sc2c1)N1CCN(Cc2ccc3c(c2)OCO3)CC1 | 3 | 11
Cc1ncc([N+](=O)[O-])n1CCO | 0 | -47
O=C(CSc1ncnc2c1oc1ccccc12)NCc1ccco1 | 0 | 0
Cc1ccc(-c2ccc(=O)n(CC(=O)N3CCN(c4cccc(C)c4)C(C)C3)n2)cc1 (centres undefined) | 40 | 39
Cc1noc(/C=C/N(C)C)c1S(=O)(=O)N1CCCC(C(=O)NC(C)c2ccccc2)C1 (centres undefined) | 0 | -4
Cn1c(C(=O)OC(C(=O)NC2CCCC2)c2cccnc2)cc2sccc21 (centres undefined) | 4 | 12
COc1ccc(N(CC(=O)NCc2ccccc2OC)S(=O)(=O)c2c(C)nn(C)c2C)cc1 | -5 | -24
COc1ccccc1Nc1ncnc2c1cnn2-c1cccc(C)c1 | 0 | 4
CC(NC(=O)c1cccs1)C(c1cccs1)N1CCN(Cc2ccccc2)CC1 (centres undefined) | 0 | 30
COc1ccc(-c2nc(CCNC(=O)c3ccco3)cs2)cc1OC | 0 | 5
O=C(OCC#CCSc1nnc(-c2ccc(Br)cc2)o1)c1ccco1 | 3 | 10
CC(C)N(Cc1nc(-c2ccccc2)no1)C(=O)COc1ccccc1 | 21 | 26
Cc1ccc(S(=O)(=O)N2CCN(CCO)CC2)cc1-c1nnc2c3ccccc3c(C)nn12 | 0 | -8
Cc1cc2oc3c(c(=O)c2cc1C)C(c1ccc(C(C)C)cc1)N(CCCN1CCOCC1)C3=O (centres undefined) | -2 | -9
CCC(C)(C)NC(=O)C(c1ccco1)N(C(=O)Cn1nnc2ccccc21)c1ccc2c(c1)OCO2 (centres undefined) | -1 | -11
CN(C)CC(=O)N1c2ccccc2CCc2ccc(NC(=O)c3ccc(N)cc3)cc21 | 0 | 15
Cc1cc(-c2ccccc2)nc2cc(C(N)=O)nn12 | 0 | 5
COc1cc(Cl)c(C)cc1NC(=O)COC(=O)c1cnc(C)cn1 | 0 | 4
CCCCCCNC(=O)c1c(N)n(/N=C/c2ccco2)c2nc3ccccc3nc12 | 0 | -6
O=C1CC(N2CCN(c3ccc(S(=O)(=O)N4CCCC4)cc3)CC2)C(=O)N1c1ccc(F)cc1 (centres undefined) | 2 | 8
CCOc1ccccc1C1CC(=O)NC2=C1C(=O)CC(C)(C)C2 (centres undefined) | -2 | -8
CCN(CC)CCOC(=O)c1cccc(OC)c1 | 0 | 2
COc1ccccc1/C=c1\sc2nc(-c3ccncc3)nn2c1=O | -1 | -1
c1nnc(NC2=NCCCCC2)s1 | 0 | -9
COc1cccc(Nc2cc(C)nc3ccccc23)c1 | -3 | -8
CC(=O)Oc1ccc(-c2ccc(C(=O)O)cc2)cc1 | 0 | 2
Cc1ccc(Cl)cc1N1CCN(C(=O)c2cc3c(=O)n(C)c4ccccc4c3n2C)CC1 | 3 | 6
OC(CNCCc1ccccc1)c1ccccc1 (centres undefined) | 0 | -2
CCOc1ccccc1C(=O)n1nc2nc(C)cc(C)c2c1N | 6 | 13
CC(=O)c1n[nH]nc1NC(=O)c1ccccc1 | -1 | -4
O=C(NC1CCCCCCC1)c1ccc2c(c1)N(Cc1ccc(F)cc1)C(=O)CS2=O (centres undefined) | 2 | 11
COc1ccc(CCNC(=O)CCCn2c(=O)[nH]c3cc(OC)c(OC)cc3c2=O)cc1OC | -1 | -6
CNC(=O)CN(c1cc(C)ccc1OC)S(=O)(=O)c1ccc(C)cc1 | 0 | -2

Gathered by group, the compounds so far containing two or more sulfur atoms.
SMILES | QS inhibitor | QS inhibitor GFP MFI %
O=S(=O)(NCCSc1ccccc1)c1cccs1 | 2 | 6
CC(C)n1nc(C(=O)Nc2nc3ccc(S(C)(=O)=O)cc3s2)c2ccccc2c1=O | 10 | 16
CCn1c(CCNC(=O)c2cccs2)nnc1SCC(=O)c1ccc(OC)cc1 | 0 | -17
COc1ccc(CN2CN(C(C)C)CSC2=S)cc1 | -2 | -4
CCSc1nnc(NC(=O)C(CC)(C(F)(F)F)C(F)(F)F)s1 | -1 | -9
CCn1c(N)c(C(=O)NCc2ccco2)sc1=S | 1 | 5
COc1ccc(N=c2scc(-c3ccc(S(=O)(=O)N4CCOCC4)cc3)n2CCCO)cc1 | -2 | -21
Cc1ccc(NC(=O)c2ccco2)cc1NC(=O)CSc1nnc(-c2cccs2)n1C | 0 | -12
CC(NC(=O)c1cccs1)C(c1cccs1)N1CCN(Cc2ccccc2)CC1 (centres undefined) | 0 | 30

These rows are one share of the data, so the mix of outcomes need not match the whole.
